Diaphorase act: counter-screen for diaphorase-based assays: diaphorase activators and chemical reducers | Diaphorase/resazurin coupled assay, resorufin fluorescence, 16 min; active compounds read high; 1 = vehicle wells, 0 = NADH-free wells | activation factor at 20 µM | 0.005% of 190,000 active;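 active means diaphorase activity raised at least twofold by the compound at 20 µM; inactive means activation factor below 2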
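Material: Clostridium kluyveri diaphorase, purified enzyme; Quantity: enzyme 0.07 U/mL final; Medium: HEPES pH 7.4 buffer with MgCl2 and Tween 20; Dosing: single compound dose of 20 µM, 1% DMSO final; Schedule: 16 min reaction at room temperature; Measured by: red resorufin fluorescence at 544/590 nm excitation/emission.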
STAT3 blocker: STAT3 signaling inhibition; inhibition, % at 5.5 µM; U3A cells, IL-6 STAT3-luciferase reporter, luminescence; host cell line lacks STAT1; AID 862; 0.89% of 190,000 active;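 active means inhibition above the mean inhibition across all screened compounds plus 3 SD, cut at about 44% in these data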;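 further: 0% = DMSO only wells and 100% = 100 µM nifuroxazide control wells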
APP 5UTR inh: APP translation inhibition; SH-SY5Y APP 5'UTR-luciferase reporter, luminescence; inhibition, % at 2 µM; 0.82% of 190,000 active;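 active means inhibition above a set limit, derived from the sample mean plus 3 SD, cut at about 45% in these data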; further: values of inactives mirror those of a sister screen read the other way
Hsp70 activator: Hsp70 transcriptional activation, primary screen; HeLa Hsp70 promoter luciferase reporter, luminescence; scaled: vehicle 0, proteasome-inhibitor control 100%; activation, % at 10 µM; 0.04% of 200,000 active; AID 1203;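 active means activation above the mean across all tested compounds plus 3 SD, cutoff set per campaign, cut at about 5.5% in these data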;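 further: 100% = MG132 at 30 µM as the positive control and 0% = DMSO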
G6PDH counter: L. mesenteroides G6PDH inhibition counter-screen; AID 1020; 0.12% of 200,000 active; Purified L. mesenteroides G6PDH, diaphorase/resazurin coupled fluorescence, 45 min; inhibition, % at 5 µM; in the data active means inhibition above about 50%
Diaph inh CS: diaphorase inhibition or chemical oxidation counter-screen; diaphorase resazurin-to-resorufin fluorescence, NADH, 16 min; bacterial (C. kluyveri) enzyme, not human; inhibition, % at 20 µM; 0.69% of 190,000 active; AID 1217;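 active means primary screen inhibition at 20 µM above a set limit, cut at about 50% in these data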;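 further: plate controls were DMSO with full reaction for no effect and wells lacking NADH for full effect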
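Benchmarks: positive control wells lacking NADH, neutral wells with DMSO only. System: bacterial diaphorase enzyme (C. kluyveri). Input: 0.14 U/mL diaphorase, enzyme working solution. Detection: resorufin fluorescence, excitation 544 nm, emission 590 nm. Times: 16-min room-temperature incubation before reading.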
TLR4 MyD88 comp: blocks binding of human TLR4 to MyD88; HeLa CL3-4 TLR4/MyD88 BLA complementation, FRET ratio; AID 861; inhibition, % at 8.4 µM; 0.18% of 200,000 active; in the data active means inhibition above about 25%;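 further: 0% = vehicle and 100% = reference inhibitor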
Target sequence (O00206 whole entry, looked up): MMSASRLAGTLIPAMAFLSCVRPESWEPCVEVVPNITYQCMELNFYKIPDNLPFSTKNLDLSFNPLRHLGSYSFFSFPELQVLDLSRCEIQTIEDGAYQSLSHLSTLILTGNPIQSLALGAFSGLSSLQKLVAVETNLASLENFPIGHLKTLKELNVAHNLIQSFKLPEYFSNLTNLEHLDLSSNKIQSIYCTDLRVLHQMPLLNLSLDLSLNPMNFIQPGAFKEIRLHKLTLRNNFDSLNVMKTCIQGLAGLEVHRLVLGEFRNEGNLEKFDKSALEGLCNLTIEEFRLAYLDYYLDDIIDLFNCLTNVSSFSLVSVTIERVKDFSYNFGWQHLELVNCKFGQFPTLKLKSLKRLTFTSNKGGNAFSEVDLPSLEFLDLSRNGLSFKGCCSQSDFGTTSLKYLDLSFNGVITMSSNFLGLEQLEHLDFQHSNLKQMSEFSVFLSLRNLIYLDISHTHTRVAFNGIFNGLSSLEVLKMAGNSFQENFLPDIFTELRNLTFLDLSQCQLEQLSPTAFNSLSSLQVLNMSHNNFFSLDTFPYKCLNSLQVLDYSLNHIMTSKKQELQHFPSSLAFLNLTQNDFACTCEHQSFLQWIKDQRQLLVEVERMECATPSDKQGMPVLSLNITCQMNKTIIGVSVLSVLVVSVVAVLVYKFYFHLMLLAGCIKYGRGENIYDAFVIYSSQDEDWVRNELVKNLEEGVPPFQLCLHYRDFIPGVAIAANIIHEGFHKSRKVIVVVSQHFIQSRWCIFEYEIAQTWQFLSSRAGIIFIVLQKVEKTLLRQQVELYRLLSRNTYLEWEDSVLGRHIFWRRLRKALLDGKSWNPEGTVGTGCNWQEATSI
Target sequence (Q99836 whole entry, looked up): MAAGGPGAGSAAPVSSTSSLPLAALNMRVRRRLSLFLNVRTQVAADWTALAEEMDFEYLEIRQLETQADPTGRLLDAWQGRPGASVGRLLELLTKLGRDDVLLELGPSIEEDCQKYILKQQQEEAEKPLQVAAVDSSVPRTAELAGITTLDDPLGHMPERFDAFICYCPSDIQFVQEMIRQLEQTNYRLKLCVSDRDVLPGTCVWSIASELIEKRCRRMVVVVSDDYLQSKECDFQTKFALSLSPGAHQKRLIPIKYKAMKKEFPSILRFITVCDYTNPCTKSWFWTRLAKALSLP
STAT3 act: increases IL-6 driven STAT3 reporter signal. 0.91% of 190,000 active. activation (% of control), % at 5.6 µM. U3A cells, IL-6 STAT3-luciferase reporter, luminescence; 100% = signal with IL-6 EC80 alone;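 active means activation above the screen-wide mean of compound activation plus 3 SD, cut at about 130% in these data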;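 further: 0% = background luminescence of wells with medium and substrate only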
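Material: STAT1-lacking human U3A cells, STAT3 luciferase reporter | Benchmarks: IL-6-only wells as 100% reference | Probe or stimulus: IL-6 (33 ng/mL) | Timing: Compound 1 h, then IL-6 6 h at 37 °C | Detection: Luminescence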
STAT1 inh: STAT1 signaling inhibition; NIH 3T3 STAT1-luciferase reporter, IFN-gamma, luminescence; inhibition, % at 5.5 µM; 0.35% of 200,000 active; AID 920;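 active means inhibition above a set limit, the mean inhibition across all tested compounds plus 3 SD, cut at about 34% in these data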;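 further: 0% = IFN-gamma with DMSO and 100% = IFN-gamma with 300 µM nifuroxazide; values of inactives mirror those of a sister screen read the other way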
STAT1 act: STAT1 signaling activation; NIH 3T3 STAT1-luciferase reporter, IFN-gamma, luminescence; 100% = IFN-gamma alone, no compound; activation (% of control), % at 5.5 µM; 2.6% of 200,000 active; AID 932;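 active means activation above the screen-wide mean activation plus 3 SD, cut at about 130% in these data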;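 further: raw ratio to IFN-gamma control signal so 100% means no change and 0% no light; values of inactives mirror those of a sister screen read the other way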
An asterisk follows results filed as active; . = no result given.

#1 COC(=O)c1ccc(C(=O)OC)c(NC(=O)Oc2ccccc2)c1
#2 O=C(CN1C(=O)CC(c2ccco2)Sc2ccccc21)NCC1CCCO1 (centres undefined)
#3 CCCCC(=O)NC1=NC(=O)C(C)(C)S1
#4 S=c1[nH]nc(-c2cccnc2)n1/N=C/c1ccco1
#5 C=CCn1c(Cc2csc(N)n2)nnc1SCc1ccc(C(=O)OC)cc1
#6 CC(=O)c1c(O)cc(=O)n(-c2ccccc2)c1-c1ccc(Cl)cc1
#7 COc1ccc(NC(=O)CSc2nnc(-c3ccccn3)n2-c2ccccc2)cc1OC
#8 C/C=C/C(=O)Nc1nnc(C2CCCCC2)s1
Screen / compound no.	1	2	3	4	5	6	7	8
Diaphorase act	0.9	0.8	0.9	0.9	1	0.9	0.9	.
STAT3 blocker	9	-2	13	10	5	19	-2	12
APP 5UTR inh	-12	4	-10	-6	-3	2	1	-16
Hsp70 activator	-0.3	-0.2	-0.2	-0.2	-0.1	-0.4	-0.2	-0.1
G6PDH counter	-12	2	-3	16	12	10	-6	9
Diaph inh CS	10	19	9	11	1	10	5	.
TLR4 MyD88 comp	-12	-2	-1	3	-3	3	1	5
STAT3 act	97	104	92	96	101	86	103	91
STAT1 inh	-4	-11	5	1	1	6	-3	-4
STAT1 act	103	110	95	99	99	94	103	103

#9 O=C(c1c(F)c(F)c(F)c(F)c1F)N(Cc1ccccc1)Cc1ccccc1
#10 Cc1scc(C(=O)O)c1-c1c(C(=O)O)csc1C
#11 Nc1nc(SCc2ccc([N+](=O)[O-])cc2)c2ncn(C3OC(CO)C(O)C3O)c2n1 (centres undefined)
#12 O=C(NNC(=S)NC1CCCCC1)c1ccc2c(c1)OCO2
#13 N#CCSCC(=O)Nc1ccc(Cl)cc1
#14 Cc1ccc(-n2c(C)cc(C(=O)CSc3nnc4ccccn34)c2C)cc1
#15 O=C(NC(=S)Nc1ccccn1)c1cc(-c2ccccc2)nc2ccccc12
#16 COc1ccccc1NC(=O)COc1ccc(/C=N/NS(=O)(=O)c2ccc(C)cc2)cc1
Screen / compound no.	9	10	11	12	13	14	15	16
Diaphorase act	0.9	0.9	0.9	0.8	0.8	0.9	0.7	0.8
STAT3 blocker	-7	1	-7	30	0	12	13	10
APP 5UTR inh	-8	10	-11	-75	25	-112	-8	4
Hsp70 activator	0.0	-0.3	-0.3	-0.1	0.1	0.1	-0.3	-0.1
G6PDH counter	2	8	-6	-8	5	6	5	0
Diaph inh CS	14	11	10	15	17	6	26	24
TLR4 MyD88 comp	-11	6	-9	-3	0	-4	-12	-3
STAT3 act	107	101	108	77	103	86	91	101
STAT1 inh	2	5	6	-8	0	-55	7	-2
STAT1 act	99	96	95	107	100	150*	93	102

Whole records from above. Order of screens: Diaphorase act, STAT3 blocker, APP 5UTR inh, Hsp70 activator, G6PDH counter, Diaph inh CS, TLR4 MyD88 comp, STAT3 act, STAT1 inh, STAT1 act
Shown for O=C(NC(=S)Nc1ccccn1)c1cc(-c2ccccc2)nc2ccccc12 = 0.7, 13, -8, -0.3, 5, 26, -12, 91, 7, 93
Shown for COc1ccccc1NC(=O)COc1ccc(/C=N/NS(=O)(=O)c2ccc(C)cc2)cc1 = 0.8, 10, 4, -0.1, 0, 24, -3, 101, -2, 102
Shown for Cc1scc(C(=O)O)c1-c1c(C(=O)O)csc1C = 0.9, 1, 10, -0.3, 8, 11, 6, 101, 5, 96

Later entries
#17 O=C1CCCC(O)=C1N=Nc1c(Cl)cc(Cl)cc1Cl
#18 CCCC(=O)Nc1cccc(-c2cn3cccnc3n2)c1
#19 Cc1ccc(C=NCc2ccncc2)c(O)c1
#20 COc1ccc(N/C(=C/[N+](=O)[O-])SC)cc1
#21 CCC(=O)N/C(=N/c1nc(C)cc(C)n1)Nc1ccc(OC)cc1
#22 Cc1nn(-c2ccccc2)c2[nH]c(=O)c(CNCC3CCCO3)cc12 (centres undefined)
#23 COc1ccc(C2CC(=O)c3cnc(NC(=O)c4ccccc4OC)nc3C2)c(OC)c1 (centres undefined)
#24 O=C(CNc1cccc2ccccc12)N/N=C/C=C/c1ccco1
Screen / compound no.	17	18	19	20	21	22	23	24
Diaphorase act	0.9	0.9	1	0.9	1	1	0.8	0.7
STAT3 blocker	24	6	0	-1	15	6	-9	15
APP 5UTR inh	-8	-8	-9	-3	15	-17	17	5
Hsp70 activator	-0.2	-0.2	-0.1	-0.4	-0.2	-0.3	-0.2	0.2
G6PDH counter	-4	-4	2	7	7	3	4	3
Diaph inh CS	11	8	0	6	1	1	15	35
TLR4 MyD88 comp	1	1	-5	1	0	-3	4	0
STAT3 act	82	101	105	104	91	99	111	92
STAT1 inh	5	-13	-7	-2	13	2	0	-6
STAT1 act	95	110	107	101	83	100	100	103

Laid out differently: three of the compounds above
Results follow in this order: Diaphorase act	STAT3 blocker	APP 5UTR inh	Hsp70 activator	G6PDH counter	Diaph inh CS	TLR4 MyD88 comp	STAT3 act	STAT1 inh	STAT1 act
#19 Cc1ccc(C=NCc2ccncc2)c(O)c1
  1	0	-9	-0.1	2	0	-5	105	-7	107
#20 COc1ccc(N/C(=C/[N+](=O)[O-])SC)cc1
  0.9	-1	-3	-0.4	7	6	1	104	-2	101
#21 CCC(=O)N/C(=N/c1nc(C)cc(C)n1)Nc1ccc(OC)cc1
  1	15	15	-0.2	7	1	0	91	13	83

(list continues)
#25 Cc1cc(-c2c(C)[nH]n(-c3ccc(Cl)cc3)c2=O)n[nH]1
#26 COc1ccc(C(c2nnnn2Cc2ccccc2)N2CCN(c3ccccc3)CC2)cc1 (centres undefined)
#27 COC(=O)CSc1nnc(-c2ccncc2)o1
#28 CC1=NN(C(=O)c2ccc(Cn3nc(C)c([N+](=O)[O-])c3C)o2)C(O)(C(F)(F)F)C1 (centres undefined)
#29 COc1ccc(-c2coc3cc4oc(=O)cc(C)c4cc23)cc1F
#30 O=C(/C=C/c1ccccc1)NCCc1ccc2c(c1)OCCO2
#31 Cc1ccc(-n2nc3ccc(NC(=O)c4ccc5c(c4)OCO5)cc3n2)cc1
#32 CCOC(=O)c1ccc(NC(=S)N2CCSC2c2c(F)cc(F)cc2F)cc1 (centres undefined)
Screen / compound no.	25	26	27	28	29	30	31	32
Diaphorase act	0.8	0.8	0.9	0.9	1	0.9	1.2	0.8
STAT3 blocker	1	10	12	0	27	-6	-8	18
APP 5UTR inh	-22	19	0	0	-7	0	-8	-43
Hsp70 activator	0.3	-0.3	-0.3	-0.5	-0.4	-0.1	0.0	-0.4
G6PDH counter	21	4	14	-2	2	-11	0	13
Diaph inh CS	18	16	7	10	-2	15	-15	22
TLR4 MyD88 comp	-7	4	-11	-19	3	7	-7	-5
STAT3 act	109	97	92	102	82	101	109	88
STAT1 inh	-6	12	4	0	2	-8	-4	11
STAT1 act	105	88	96	100	99	107	104	90

#33 O=C(NCc1ccco1)C(c1ccccc1)N(C(=O)Cc1cccs1)c1cccnc1 (centres undefined)
#34 Cc1ccc(CN2CCN(Cc3cnc(C)s3)CC2CCO)o1 (centres undefined)
#35 CSc1ccccc1NC(=O)CN(C)Cc1cccc(Cl)c1
#36 COc1ccc2cc(C(=O)N3CCCCCC3)sc(=O)c2c1OC
#37 Cc1nc(NC(=O)c2ccccc2)sc1-c1csc(Nc2cccc(Cl)c2)n1
#38 O=c1[nH]c2ccccc2c(O)c1Cc1ccccc1
#39 Cc1ccccc1C(=O)Nc1cccc(NC(=O)c2ncn[nH]2)c1
#40 O=C(CSc1nnc2c(n1)[nH]c1ccc(F)cc12)N1CCOCC1
Screen / compound no.	33	34	35	36	37	38	39	40
Diaphorase act	0.9	0.9	0.8	1.1	0.9	.	0.8	0.8
STAT3 blocker	7	0	15	-8	25	6	4	-8
APP 5UTR inh	7	-16	9	-11	-7	-12	-2	-18
Hsp70 activator	-0.1	0.0	0.1	0.3	-0.1	-0.1	-0.2	0.1
G6PDH counter	4	10	2	5	0	5	25	0
Diaph inh CS	10	11	23	-6	14	.	16	18
TLR4 MyD88 comp	7	-1	5	9	2	-12	9	-10
STAT3 act	104	104	93	108	81	100	99	106
STAT1 inh	-5	-2	-3	0	-18	2	3	-4
STAT1 act	104	101	103	100	116	98	96	104

#41 C#CCOCCOCCOCCNc1nc(N2CCN(C(=O)[C@H](Cc3cc4ccccc4[nH]3)n3cc([C@@H](N)C(C)CC)nn3)CC2)nc(N2CCN(C(=O)[C@H](Cc3cc4ccccc4[nH]3)n3cc([C@@H](N)CC(C)C)nn3)CC2)n1 (some centres undefined)
#42 CCC(=O)Nc1c(C#N)c2nc3ccccc3nc2n1-c1ccccc1C
#43 COc1cccc(C(=O)Nc2c(C(N)=O)oc3ccccc23)c1
#44 CC(=O)c1cccc(OCCN2C(=O)NC(C)(C)C2=O)c1
#45 CC(=O)NCCNC(=O)c1ccc(CSc2ccc(Cl)cc2)cc1
#46 CCC(SC1=Nc2ccccc2C2=NC(CC(C)C)C(=O)N12)C(=O)Nc1ccc2c(c1)OCO2 (centres undefined)
#47 CC(C)COc1ccc(N)cc1OCC(C)C
#48 O=C(COC(=O)/C=C/c1ccco1)Nc1ccccc1
Screen / compound no.	41	42	43	44	45	46	47	48
Diaphorase act	1.5	1	0.9	1.1	0.9	0.6	0.9	0.8
STAT3 blocker	.	7	12	-6	-22	9	5	-3
APP 5UTR inh	-33	-1	17	5	-147	-10	-7	18
Hsp70 activator	0.1	-0.3	-0.2	-0.2	0.0	-0.3	0.1	-0.2
G6PDH counter	-2	13	-37	11	5	-20	5	4
Diaph inh CS	-45	-4	10	-10	8	43	12	17
TLR4 MyD88 comp	-2	-5	3	-2	2	-10	-14	-22
STAT3 act	.	98	94	106	121	95	103	108
STAT1 inh	-2	-4	2	4	-46	-13	1	-3
STAT1 act	103	102	99	97	142*	112	97	101

#49 Cc1cc(C)nc(SCSc2nc(C)cc(C)n2)n1
#50 Cc1cccc(/C(N)=N/OC(=O)C23CC4CC(CC(C4)C2)C3)c1
#51 Cc1ccccc1OCC(=O)OC(C(=O)c1ccccc1)c1ccccc1 (centres undefined)
#52 CN(C)c1ccc(CNC(=O)C2CCN(S(=O)(=O)c3ccc4c(c3)CCC(=O)N4)CC2)cc1
#53 COC(=O)c1cc(CN2CCN(c3ccccc3C)CC2)ccc1O
#54 O=C(O)c1ccccc1NS(=O)(=O)c1ccc(NNC(=S)Nc2ccc(OC(F)F)cc2)c([N+](=O)[O-])c1
#55 CCC(=O)NC(=S)Nc1ccc(NC(=O)c2ccc(Br)o2)cc1
Screen / compound no.	49	50	51	52	53	54	55
Diaphorase act	0.9	0.9	0.9	1	0.7	0.3	0.8
STAT3 blocker	3	24	4	9	15	10	22
APP 5UTR inh	5	-80	0	-10	12	3	-20
Hsp70 activator	-0.3	-0.3	-0.2	0.2	-0.3	-0.2	-0.2
G6PDH counter	19	12	2	6	3	7	-5
Diaph inh CS	7	11	12	0	27	67*	18
TLR4 MyD88 comp	-9	2	6	-21	1	-16	-2
STAT3 act	101	83	98	100	92	94	84
STAT1 inh	4	5	10	0	7	9	-6
STAT1 act	95	95	91	100	94	90	104

Source: PubChem BioAssay (several laboratories)
